# Source: PubChem BioAssay
# Nrf2 ARE act = qHTS of Nrf2 Activators. AREc32 ARE-luciferase reporter (MCF7-derived line), luminescence, 24 h. Potency, µM (highest dose often 46.1 µM), inactives show top-dose activation, usual class: activators. 410,000 tested, 0.31% active; note: potency is the fitted concentration of half-maximal effect; % of control where 0% means no effect; nearly all actives have a fitted effect of over 65% in size
#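 For detection, Steady-Glo was added and plates sat 30 min at RT; before that, AREc32_Fluc cells grown overnight in OPTI-MEM/5% FBS had been treated with 23 nL compound for 24 hr at 37 deg C.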
# pAkt inh = HTS Assay for Inhibitors of Akt Phophorylation: Primary Screen | AID 651550, 2012 | Neuro2A IGF-stimulated pAkt S473 HTRF, 20 min; stronger effect = lower value | activity change, % for hits at 50 µM | 360,000 tested, 0.32% active; in the data active = activity change below about -80%; inconclusive = mostly about -51% to -80%; note: % is set by controls: 0 for no effect and ±100 for the full control effect
#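 Neuro2A cells (4,500/well, DMEM with 0.5% FBS) were treated with compound at a single 50 µM final concentration, stimulated with 6 nM IGF for 20 min at 37 °C, and lysed. Phospho-Akt Ser473 was read by HTRF as 665/615 ratio ×10^4.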
# A549 tox = Nrf2 qHTS screen for inhibitors: counterscreen for cytotoxicity | A549 ARE-Fluc cells, CellTiter-Fluor viability, 18-24 h | Potency, µM (doses to about 46 µM), inactives show top-dose activity change, negative = cytotoxicity, most hits filed as inhibitors | 390,000 tested, 0.16% active | AID 504648, 2011; note: potency is the fitted concentration of half-maximal effect; % is set by controls: 0 for no effect and ±100 for the full control effect
#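 A549 ARE-Fluc cells in 5% FBS OPTI-MEM, 5000 cells/well, rested 2 h then exposed to compounds in concentration-response for 18-24 h at 37 °C. Viability by CellTiter-Fluor fluorescence (Ex 405/Em 525) after 30 min; luciferase luminescence (BugLite, 15 min, RT) read afterwards.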
# TGFb SMAD3 inh = qHTS for Inhibitors of TGF-b; 410,000 tested, 1.2% active; Potency, µM (highest dose often 46.1 µM), for inactives: at the top dose activity, negative = inhibition, hits mostly inhibitors; HepG2 CAGA-GFP TGF-b/SMAD3 reporter, GFP fluorescence, 18 h; TGF-beta stimulated, 500 pg/mL final; note: potency is the fitted concentration of half-maximal effect; % is set by controls: 0 for no effect and ±100 for the full control effect; nearly all actives have a fitted effect of over 65% in size
#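 HEPG2 CAGA-GFP reporter cells (1000/well, DMEM with 1% FBS) received compounds, then recombinant TGF-beta at 500 pg/mL final for 18 hours at 37 degrees C. Per-cell GFP summed per well was normalised to unstimulated and stimulated DMSO controls before curve fitting.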
# CCT chaperon mod = High-Throughput Screening for Modulators of Cytosolic Chaperonin Activity | purified chaperonin ATPase assay, HTRF ADP detection, 30 min | activity change, % (concentration not given with the values), hits read low | 360,000 tested, 0.3% active; in the data active = activity change below about -30%; note: % is set by controls: 0 for no effect and ±100 for the full control effect
#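 TRiC (40 or 20 nM final, by batch activity) in 30 mM Tris pH 7.4, 100 mM KCl, 5 mM MgCl2, 1 mM DTT was treated with compound at 76 uM single dose, then 10 uM ATP, 30 min at 37 °C. ADP was read by HTRF Transcreener.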
# HepG2 tox = qHTS for Inhibitors of TGF-b: Cytotox Counterscreen | Potency, µM (highest dose often 46.1 µM), inactives show at the highest dose activity change, negative = cytotoxicity, actives largely listed as cytotoxic | HepG2 CAGA-GFP viability, ATP luminescence, 18 h | 410,000 tested, 0.76% active; note: potency is the fitted concentration of half-maximal effect; some results filed as inactive show a strong effect at the top dose
#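 HepG2 CAGA-GFP cells (1000/well, DMEM with 1% FBS) received compound, then TGF-beta at 500 pg/mL final, and were incubated 18 hours at 37 degrees C. Viability was read by CellTiter-Glo luminescence. Media-only wells were set as complete cell-killing and DMSO as no toxicity.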
# Mm-Cpn inhibitor = Inhibitors of TCP-1 ring complex (TRiC) of Methanococcus maripaludis (MmCpn): qHTS | purified Mm-Cpn ATPase, ADP Transcreener TR-FRET | Potency, µM (highest dose often 76.9 µM), for inactives: at the highest dose activity, negative = inhibition, actives largely listed as inhibitors | 330,000 tested, 0.031% active | AID 504842, 2011; note: potency is the fitted concentration of half-maximal effect; % is set by controls: 0 for no effect and ±100 for the full control effect; nearly all actives have a fitted effect of over 80% in size
#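 Eu-cryptate anti-ADP/ADP-d2 competition gives a ratio inversely related to ADP. Enzyme at 25 nM was pre-exposed to compound for 10 min, then given 10 uM ATP for 30 min, 37°C throughout.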
# Abeta yeast res = qHTS for compounds that reverse cellular toxicity of Amyloid beta (A-beta) peptide in yeast: Primary Screen; yeast expressing A-beta42, growth rescue, OD600, 48 h; response scale: 0% DMSO, 100% iron-clioquinol control; Potency, µM (series often up to 46.1 µM), for the others: at the top dose growth rescue, actives largely listed as activators; 410,000 tested, 0.063% active; note: potency is the fitted concentration of half-maximal effect; nearly all actives have a fitted effect of over 55% in size
#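 Yeast growth medium received pinned compounds, then yeast cells expressing toxic A-beta were added; plates incubated at 30 C for 48 hr. Growth read as absorbance at 600 nm, normalized to DMSO and equimolar FeCl3 plus clioquinol controls.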
# Nrf2 inh = Nrf2 qHTS screen for inhibitors; AID 504444, 2011; A549 ARE-Fluc reporter, luciferase luminescence, 18-24 h; Potency, µM (top dose mostly 46 µM), for the others: top-dose activity change, negative = inhibition, most hits filed as inhibitors; 360,000 tested, 2.1% active; note: potency is the fitted concentration of half-maximal effect; % is set by controls: 0 for no effect and ±100 for the full control effect; nearly all actives have a fitted effect of over 60% in size
#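 Two sequential reads on A549 ARE_Fluc cells exposed to compound for 18-24 h: a CellTiter-Fluor fluorescence read for viability, then a luciferase luminescence read for Nrf2/ARE activity.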
# * hit, by the source's call; i = inactive; ? = inconclusive; . = not tested or not shown; [ ] = remark or other dose. Unless noted, calls come from the whole dose curve; as a rule, active = well fitted curve in the direction sought with a large enough effect; inconclusive = small, poorly fitted or top-dose-only effect, or another doubt; inactive = no such curve, though single readings can be large; an effect the other way counts as inactive or inconclusive.
SMILES,Nrf2 ARE act,pAkt inh,A549 tox,TGFb SMAD3 inh,CCT chaperon mod,HepG2 tox,Mm-Cpn inhibitor,Abeta yeast res,Nrf2 inh
COC(=O)c1cc(C)sc1NC(=O)CN1CCN(C(=O)C2CCCO2)CC1 (stereo unspecified),-0.7%,i,-8.9%,15.8%,-0.2,0.0%,0.8%,-1.3%,-10.4%
COc1cccc(-n2c(SCC(=O)Nc3cccc(C)c3)nc3c([nH]c4ccccc43)c2=O)c1,0.7%,.,-15.6%,0.3%,.,-2.3%,.,-8.6%,.
COc1cc(/C=N/NC(=O)c2ccc(O)cc2)ccc1OCC(=O)N1CC(C)OC(C)C1 (stereo unspecified),-0.2%,i,-1.5%,-15.0%,-2.1,2.3%,-0.4%,-5.3%,-3.1%
CCc1ccc(NC(=O)Cn2cnc3sc(C)c(S(=O)(=O)N4CCOCC4)c3c2=O)cc1,0.1%,i,0.7%,-15.0%,0.5,-14.4%,-2.4%,-0.8%,3.9%
Cc1ccc(S(=O)(=O)N2CCC[C@H]2C(=O)OCc2cc(=O)oc3cc(C)ccc23)cc1,2.0%,i,-0.7%,-3.7%,-1.8,10.5%,-2.6%,-17.1%,-2.2%
CC[C@]12C(=O)N(C)C[C@H]([C@@H]3C(=O)N(C)C(=O)[C@@H]31)N2C(=O)c1ccc(C)cc1,-0.3%,i,-1.2%,1.4%,1.2,-15.9%,.,1.1%,0.8%
OC[C@@H]1CN(C2CCCC2)C[C@H](n2cnc3c(N4CCCC4)ncnc32)O1,-1.5%,i,.,14.8%,0.0,-2.6%,.,-10.5%,.
CC(C)(C)OC(=O)NCCCCCc1nnc(SCc2ccccc2F)o1,-0.5%,i,1.3%,0.0%,0.8,0.4%,-3.0%,-38.9%[inhibitor],?
CCc1cc2c(=O)[nH]c(Cc3ccc(OC)cc3)nc2s1,0.4%,i,1.9%,2.5%,-0.1,-12.4%,-7.5%,26.6%,-6.0%
CC(Oc1ccccc1C(N)=O)C(=O)Nc1ccc(S(=O)(=O)N2CCCC2)cc1 (stereo unspecified),-0.3%,i,0.7%,5.5%,-2.1,2.6%,0.7%,0.1%,?
CC(C)(C)c1ccc(C(=O)NCC(c2ccc(Cl)cc2)N2CCOCC2)cc1 (stereo unspecified),5.9%,.,-19.2%,-29.8%,.,-22.9%,.,20.2%,?
COc1ccccc1OCC(=O)N/N=C/C=C/c1ccc([N+](=O)[O-])o1,?,i,?,10µM*,-2.1,-76.1%,-2.4%,-40.1%[inhibitor],?
COc1ccc(CCNc2ncnc3c2cnn3-c2ccc(C)c(Cl)c2)cc1,-1.1%,.,-2.0%,?,.,-34.0%,.,-4.5%,.
COc1ccc(C)cc1NC(=O)/C=C/c1ccc(OC)c(S(=O)(=O)N2CCOCC2)c1,-0.6%,i,-17.0%,-14.5%,-0.7,-17.6%,-0.4%,16.6%,14.6%
COC(=O)/C=C1/S/C(=N/NC(=O)c2ccccc2)NC1=O,0.1%,i,-4.5%,10.5%,0.7,-41.6%,-0.8%,11.0%,8.5%
O=C1CC(c2ccc3c(c2)OCO3)CN1 (stereo unspecified),-0.6%,i,-3.3%,?,-1.0,-2.0%,0.1%,12.1%,3.0%
COc1ccc(-c2ccc(SCC(=O)N3CCCC3)nn2)cc1OC,0.7%,i,-6.3%,3.4%,1.3,1.8%,0.6%,0.0%,6.0%
COc1ccc(Br)cc1S(=O)(=O)Nc1ncn[nH]1,0.0%,i,-1.1%,20.9%,-0.8,27.4%,1.1%,-5.2%,3.7%
COc1ccc(Br)cc1CNC(=O)c1cnc2sc(N3CCCCCC3)nn2c1=O,0.6%,.,-2.6%,0.0%,.,-6.6%,.,-2.9%,-17.9%
COC(=O)c1ccc2c(=O)n(CCN3CCOCC3)c(=S)[nH]c2c1,0.2%,i,-0.9%,1.5%,-1.5,-12.0%,1.7%,-10.6%,-7.4%
Oc1ccc2ccccc2c1C=NNc1ccccn1,2.5%,i,?,?,0.9,-35.0%,.,-9.6%,?
CCCN1Cc2cccc(C(=O)NCCCOC(C)C)c2C1=O,-0.4%,i,2.2%,10.4%,-4.0,-1.2%,1.2%,-14.1%,4.8%
Cc1ccc(N2C(=O)[C@@H]3C(c4ccc(F)cc4)=NO[C@@H]3C2=O)cc1,-0.6%,i,2.1%,-27.8%,-0.5,7.4%,1.9%,-0.9%,.
COc1ccc(-c2cc(C(=O)Nc3ccc(O)cc3)c3ccccc3n2)cc1OC,3.4%,i,-3.1%,-9.6%,-0.7,-19.6%,-4.0%,12.8%,?
COc1ccc(CN(C)C(=O)Cc2ccc(S(=O)(=O)N3CCOCC3)s2)cc1OC,-1.1%,i,-0.9%,5.7%,-1.3,2.7%,1.1%,-7.6%,2.4%
CCOC(=O)c1sc(NC(=O)C2CC(=O)N(c3ccc4c(c3)OCCO4)C2)nc1C (stereo unspecified),-0.6%,i,-0.9%,3.1%,-2.1,-9.9%,0.2%,0.8%,?
COC(=O)c1ccccc1NC(=O)CCS(=O)(=O)c1ccc(Br)s1,?,i,13.4%,-0.8%,-3.5,-0.6%,1.7%,-14.9%,7.4%
O=C(Nc1ccc(F)cc1)Nc1nnc([C@@H]2C[C@H](O)[C@@H](CO)O2)s1,0.2%,i,.,-19.4%,-3.0,-6.6%,.,-14.3%,.
COc1ccc(C2CC(=O)c3cc(OC)ccc3O2)cc1 (stereo unspecified),3.3%,i,2.1%,13.3%,-0.3,-8.9%,.,2.3%,?
CC1=CC(C)(C)NC(=O)N1c1ccc(C)cc1,-0.5%,i,-8.6%,1.6%,2.4,17.4%,2.6%,-0.7%,-19.4%
COc1ccc(N2CCN(C(=O)CSc3ccccc3N)CC2)cc1,0.3%,i,-11.5%,3.2%,0.7,5.7%,-2.8%,20.9%,6.5%
O=C(Nc1ccc(C(=O)O)cc1)/C(=C/c1cccc(Br)c1)NC(=O)c1ccco1,0.3%,i,-3.9%,-8.5%,0.7,-2.1%,1.9%,4.5%,10.1%
CC1(Cc2ccc(F)cc2)C(=O)Nc2c(Cl)ccc(Cl)c21 (stereo unspecified),3.3%,i,.,-17.1%,1.9,-3.9%,.,-6.8%,.
Cn1c(SCC(=O)N(Cc2ccccc2)C(C)(C)C)nc2ccccc21,0.1%,.,2.6%,-7.6%,-0.1,-3.8%,0.5%,-15.9%,.
COc1cc(CNn2cnnc2)ccc1OCC(=O)NC1CCCCC1,0.1%,.,-4.1%,-0.7%,1.0,2.8%,-0.5%,-1.3%,6.6%
CCn1c2c(c(C)cc1=O)C(=O)CC(C)(C)C2,-0.5%,i,-0.5%,13.1%,-2.7,7.7%,-13.3%,5.0%,-7.2%
CCc1ccccc1OCC(=O)NCC1COc2ccccc2O1 (stereo unspecified),-0.3%,i,-5.7%,-6.5%,-1.7,-0.2%,0.1%,8.3%,-7.8%
Cc1ccc(C(c2c(C)[nH][nH]c2=O)c2c(C)[nH][nH]c2=O)cc1,0.5%,i,2.8%,1.2%,-2.8,-21.4%,-1.9%,18.0%,-5.4%
Cn1nc(C(F)(F)F)c(/C=N/OC(=O)c2ccccc2)c1SCc1ccccc1Cl,-0.8%,i,.,0.0%,-0.1,-36.2%,4.0%,3.6%,?
O=C(Nc1ccc2c(c1)OCO2)C(c1ccc(Cl)cc1)N1CCC2(CC1)OCCO2 (stereo unspecified),4.5%,i,-15.1%,2.8%,1.4,-15.4%,2.4%,8.1%,-18.4%
C/C(CC(=O)NCc1ccc(Cl)cc1)=N\NC(=O)Cc1ccccc1,0.7%,i,0.0%,?,0.4,7.0%,3.0%,-8.7%,22.1%
COc1ccccc1C=NNC(=O)c1ccncc1,0.1%,i,-5.2%,20.3%,-1.0,2.8%,.,12.4%,11.0%
COc1cc(Cl)ccc1OCc1cc(C(=O)NC(C)Cc2cccnc2)no1 (stereo unspecified),2.7%,i,0.9%,7.3%,2.5,3.1%,0.5%,-1.7%,?
Cc1ccc(Cn2c(C)c(C(=O)NCc3cccc(C(F)(F)F)c3)sc2=O)cc1,-0.2%,i,.,-26.6%,-2.6,-7.6%,.,-9.5%,.
COc1cccc(C(=O)Nc2ccc(NC(=O)c3cc4ccccc4o3)c(OC)c2)c1,3.8%,i,-9.6%,?,-1.6,-56.8%,0.7%,12.9%,?
C[C@@H](c1ccccc1)N1Cc2ccccc2Oc2cc(Br)ccc2S1(=O)=O,1.3%,i,?,?,0.7,-30.0%,-2.0%,8.0%,?

# 2 of the compounds above, with each value named.
Cc1ccc(Cn2c(C)c(C(=O)NCc3cccc(C(F)(F)F)c3)sc2=O)cc1
  Nrf2 ARE act: -0.2% | pAkt inh: i | A549 tox: . | TGFb SMAD3 inh: -26.6% | CCT chaperon mod: -2.6 | HepG2 tox: -7.6% | Mm-Cpn inhibitor: . | Abeta yeast res: -9.5% | Nrf2 inh: .

COc1cccc(C(=O)Nc2ccc(NC(=O)c3cc4ccccc4o3)c(OC)c2)c1
  Nrf2 ARE act: 3.8% | pAkt inh: i | A549 tox: -9.6% | TGFb SMAD3 inh: ? | CCT chaperon mod: -1.6 | HepG2 tox: -56.8% | Mm-Cpn inhibitor: 0.7% | Abeta yeast res: 12.9% | Nrf2 inh: ?
